# Assay outcomes (PubChem BioAssay)
# procasp7 counter: counter-screen for procaspase-3 activators: activators of human procaspase-7 | P55210 | recombinant procaspase-7, Ac-DEVD-pNA absorbance 405 nm; D23A/D198A/D206A triple mutant, cannot self-cleave; scale: DMSO 0, 5 µM enzyme 100 | activation, % at 8.5 µM | hit rate 0.093% among 330,000;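 active means percent activation above the screen-wide mean plus 3 SD, cut at about 25% in these data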
# Target sequence (P55210 whole entry D23A/D198A/D206A): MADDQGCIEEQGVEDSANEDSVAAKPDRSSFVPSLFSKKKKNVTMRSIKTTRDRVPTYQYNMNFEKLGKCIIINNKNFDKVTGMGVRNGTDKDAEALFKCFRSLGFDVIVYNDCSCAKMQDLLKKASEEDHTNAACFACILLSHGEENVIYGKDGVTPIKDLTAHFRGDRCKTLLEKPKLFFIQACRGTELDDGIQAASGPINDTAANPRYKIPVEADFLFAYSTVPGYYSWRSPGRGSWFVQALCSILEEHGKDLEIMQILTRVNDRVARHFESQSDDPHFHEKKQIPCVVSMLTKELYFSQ
#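 Assay system: Uncleavable procaspase-7 mutant enzyme; Input: 2 µM procaspase-7 mutant as dispensed; Also added: DEVD-pNA substrate; Medium: Zinc-free HEPES pH 7.4 with 300 mM NaCl, 0.01% Triton X-100; Timing: 1 h compound preincubation, 2 h substrate cleavage, 25 °C; Measured by: Epi-absorbance of released pNA at 405 nm, two timepoints.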
# PP1 inh: counter-screen for PP5 inhibitors: inhibitors of human PP1-alpha. inhibition, % at 6.7 µM. P62136. AID 2235. purified PP1alpha, OMFP fluorescence. hit rate 0.9% among 320,000;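 active means inhibition above the mean inhibition of all tested compounds plus 3 SD, computed separately for each screening campaign, cut at about 15% in these data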
# Target sequence (P62136 whole entry, looked up): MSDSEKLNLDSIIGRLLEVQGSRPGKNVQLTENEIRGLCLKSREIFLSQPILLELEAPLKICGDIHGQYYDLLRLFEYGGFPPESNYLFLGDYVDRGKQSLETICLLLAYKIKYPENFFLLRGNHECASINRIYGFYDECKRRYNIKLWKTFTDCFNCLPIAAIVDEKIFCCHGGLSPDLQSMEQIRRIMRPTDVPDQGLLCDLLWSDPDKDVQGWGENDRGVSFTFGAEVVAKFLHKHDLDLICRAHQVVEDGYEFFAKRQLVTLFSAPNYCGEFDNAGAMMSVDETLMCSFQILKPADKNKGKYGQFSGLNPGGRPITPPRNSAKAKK
# Fh CTSL1 inh: blocks F. hepatica cathepsin L1 in PFM18AAP counter-screen; recombinant F. hepatica cathepsin L1, Z-Leu-Arg-MCA fluorescence; inhibition, % at 5.96 µM; hit rate 0.49% among 300,000;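 active means inhibition above the mean of all tested compounds plus 3 SD, set per screening campaign, cut at about 17% in these data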;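 further: 0% = plate median of test compound wells and 100% = 1 µM Z-Phe-Ala-diazomethylketone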
# HCV core dimer: blocks dimerization of HCV core protein; TR-FRET GST/Flag-core106 dimerization, 1536-well; inhibition, % at 5 µM; hit rate 0.33% among 300,000; AID 1899;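 active means inhibition above the mean of all tested compounds plus 3 SD, set per screening campaign, cut at about 45% in these data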
#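 System – GST-tagged and Flag-tagged HCV core protein residues 1-106 · Repeats – one well for each compound · Technique – TR-FRET 671 and 617 nm emission · Doses – one concentration, 5 µM, in 0.5% DMSO · Times – 4 h, 22.5 °C incubation · Also added – Eu donor and XL665 acceptor anti-tag antibodies · Measure – percent inhibition of core106 dimerization signal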
# AHR act: activates the human aryl hydrocarbon receptor; AHR-responsive luciferase reporter cells, luminescence; activation, % at 5 µM; hit rate 2.5% among 320,000; AID 2796; in the data active means activation above about 47%;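 further: 0% = vehicle wells and 100% = reference agonist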
# procasp3 activ: activators of human procaspase-3; P42574; recombinant procaspase-3 D3A, Ac-DEVD-pNA absorbance 405 nm; activation, % at 8.5 µM; hit rate 0.11% among 330,000;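 active means activation above the mean of all tested compounds plus 3 SD, cut at about 21% in these data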;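 further: 0% = DMSO alone and 100% = DMSO wells spiked with extra 5 µM PC-3 D3A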
# Target sequence (P42574 whole entry D9A/D28A/D175A): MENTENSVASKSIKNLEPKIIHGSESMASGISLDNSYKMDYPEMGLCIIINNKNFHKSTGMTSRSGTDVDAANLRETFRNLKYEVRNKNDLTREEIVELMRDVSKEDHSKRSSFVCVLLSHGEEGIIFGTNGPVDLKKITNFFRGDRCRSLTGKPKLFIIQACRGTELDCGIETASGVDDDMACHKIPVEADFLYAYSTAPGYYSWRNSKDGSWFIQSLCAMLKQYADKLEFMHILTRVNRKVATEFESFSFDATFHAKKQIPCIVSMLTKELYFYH
#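 Test system: Procaspase-3 D3A mutant, all three cleavage aspartates alanine | Dosing: Single dose, 8.5 µM nominal compound, 0.8% DMSO | Schedule: 1 h preincubation, 2 h reaction | Technique: 405 nm absorbance of p-nitroaniline, reads at 0 and 120 min | Repeats: One well per compound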
# PAFAH2 FP inh: PAFAH2 (human) inhibition; Q99487; recombinant PAFAH2, FP-rhodamine activity probe, fluorescence polarization; inhibition, % at 3.39 µM; hit rate 0.99% among 340,000;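 active means inhibition above the mean over all tested compounds plus 3 SD, cut at about 30% in these data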;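 further: inhibitors block probe labeling of enzyme so polarization drops; 0% = enzyme with DMSO and 100% = wells lacking PAFAH2 protein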
# PP5 inh: blocks human protein phosphatase 5 activity; P53041; purified PP5c, OMFP substrate fluorescence; inhibition, % at 6.7 µM; hit rate 0.18% among 320,000;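 active means inhibition above the campaign's mean inhibition across all tested compounds plus 3 SD, cut at about 9.5% in these data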;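 further: 0% = DMSO only and 100% = 100 µM cantharidin control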
# TPT1 inh: inhibitors of Candida albicans tRNA 2'-phosphotransferase TPT1; hit rate 0.81% among 300,000; recombinant caTPT1, FP RNA substrate dephosphorylation; inhibition, % at 5 µM;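 active means inhibition above the mean of all tested compounds plus 3 SD, set per screening campaign, cut at about 24% in these data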;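 further: plate controls were DMSO alone for no effect and ferristatin control at 100 nM for full effect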
# The depositor's hits bear a star; . = not tested or not shown.
# The line under a structure holds: procasp7 counter	PP1 inh	Fh CTSL1 inh	HCV core dimer	AHR act	procasp3 activ	PAFAH2 FP inh	PP5 inh	TPT1 inh
- N=c1ccn(Cc2c(Cl)cccc2Cl)cc1
  3	0	4	-9	-2	-6	-2	1.3	-3
- CCN(CC)c1ccc(C(=O)NN)cc1
  -4	1	5	6	8	-2	5	2.8	-1
- Cc1ccc(/C=[N+](/C)[O-])cc1
  7	-6	2	3	5	-2	3	0.6	-4
- CC(=O)c1ccc(-c2ccc(C(=O)NC3CC(C)(C)NC(C)(C)C3)o2)cc1
  11	-2	5	2	4	-6	-2	-0.5	2
- CCOC(=O)c1c(C)[nH]c(C(=O)OCC(=O)N(C)C2CCS(=O)(=O)C2)c1C (stereo not drawn)
  -8	1	3	-5	-2	0	-2	3.1	0
- CC(C)(C)[C@@H]1COC(=O)[C@H](Cc2ccc(F)cc2)C/C=C\C[C@@H](CC(=O)NCCO)C(=O)N1
  2	.	.	.	0	11	0	.	.
- Cc1cc(=O)n2nc(N3CCCC(C(=O)N4CCN(C)CC4)C3)sc2n1 (stereo not drawn)
  4	1	1	-3	-3	1	6	1.9	-1
- CCOC(=O)CN(C(=O)CNC(=O)c1ccco1)C(C(=O)NC1CCCCC1)c1cccnc1 (stereo not drawn)
  -5	0	1	-2	-1	6	4	0.8	-3
- Cc1nnc(N(C(=O)c2cnccn2)c2ccccc2)s1
  -3	-4	1	-5	2	1	-11	-1.9	-9
- CC1(c2nnc(-c3cccc(Cl)c3)o2)CC(c2cccc(F)c2)=NO1 (stereo not drawn)
  -7	-2	1	9	0	-3	4	1.3	-3
- Cc1ccc(Nc2nc(N)c([N+](=O)[O-])c(NCc3ccccc3)n2)cc1
  3	7	1	3	41	7	.	2.6	-3
- OC(Cn1cncn1)(c1ccccc1)c1ccccc1
  -2	-1	2	-5	3	-1	-2	2.6	-5
- COc1cccc(-n2c(SCC(=O)Nc3nccs3)nnc2-c2ccoc2C)c1
  0	-3	-2	6	3	12	0	2.5	-2
- NC(=S)Cc1ccccc1Cl
  5	-2	-1	-4	0	2	6	0.2	-1
- Cn1c(Cc2ccccc2)nnc1SCC(=O)NC1CCCC1
  -1	-3	-1	-7	0	-5	-10	0.4	2
- O=C(NCCCc1nc2ccccc2[nH]1)c1ccc(F)cc1
  -2	-4	-4	-3	6	-3	4	0.4	-1
- CC12CCC(C(=O)n3c1nc1ccccc13)C2(C)C (stereo not drawn)
  11	1	-11	-3	-3	-11	7	0.1	4
- Cn1c(Cn2c(=O)sc3ccccc32)nnc1SCC(=O)N1CCCCCC1
  6	-1	4	2	0	11	0	-1.7	0
- COCCn1c(N2CCN(c3ccc(OC)cc3)CC2)nc2c1c(=O)[nH]c(=O)n2C
  2	-5	-2	1	0	-6	1	-2.7	2
- Cc1ccc(C(=O)COC(=O)C2CC3CCCC(C2)C3=O)cc1[N+](=O)[O-] (stereo not drawn)
  8	-2	-1	5	0	12	0	-2.1	2
- O=C(COC(=O)C1C2CC3OC(=O)C1C3C2)Nc1ccc(F)cc1 (stereo not drawn)
  -2	-2	-1	3	1	-1	78*	-0.6	0
- COc1ccc(S(=O)(=O)n2[nH]c(=O)c(CCO)c2C)cc1
  -7	-5	2	-1	5	-4	0	-1.6	2
- OC1(c2ccc3c(c2)OCO3)CCN(Cc2ccc(F)cc2)CC1
  6	-3	1	-2	1	0	-4	-2.2	-4
- CC1CCCCN1C(=O)CSc1nnc(-c2cccs2)o1 (stereo not drawn)
  -3	3	2	-1	7	10	-3	-1.6	-1
- Oc1ccc(C(=S)N2CCCCCC2)cc1
  -2	1	0	-3	-2	-7	-4	0.9	0
- Cc1ccc(N(C)S(=O)(=O)c2cccc(C(=O)OCC(=O)N3CCCC(C)C3)c2)cc1 (stereo not drawn)
  0	-2	.	.	0	0	9	3.4	.
- O=C(Nc1ccc(S(=O)(=O)N2CCCC2)cc1)C1CC(=O)N(c2ccccc2)C1 (stereo not drawn)
  3	0	-4	3	3	4	-3	1.1	-9
- Cc1ccc(C2(c3ccc(C)cc3)CC2C(=O)NCc2cccnc2)cc1 (stereo not drawn)
  0	-3	-15	5	-2	0	2	-1.5	9
- Cc1cc2nc3n(c2cc1C)CC1CC(C(=O)NCc2ccccc2)N(C)C31 (stereo not drawn)
  9	0	1	4	0	1	-6	0.0	-1
- CC1(C)CC(NC(=O)Cc2ccccc2[N+](=O)[O-])CC(C)(C)N1
  4	-1	-2	-5	16	7	6	-0.7	-3
- O=C(CN1C(=O)NC2(CCCCCC2)C1=O)NCc1cccs1
  -1	-6	-3	2	-2	9	4	-0.3	2
- O=C(NCc1ccccc1F)C1CCCN1S(=O)(=O)c1ccc(F)cc1 (stereo not drawn)
  -6	-2	-4	6	-5	-4	-8	3.0	2
- CCN(CC)C(=O)C(C)N(C#N)c1nc(C)cc(C)n1 (stereo not drawn)
  13	-1	0	-4	0	0	10	-3.4	1
- Cc1ccc(Cn2c(SCC(C)C)nc3c2c(=O)[nH]c(=O)n3C)cc1
  -5	-4	-6	12	1	-16	-2	1.6	-3
- COc1ccc(OCC(=O)NNC(=O)c2cccs2)cc1
  7	-4	-10	-3	1	-6	-1	1.1	-2
- CCC1(Cc2ccccc2)NC(=O)c2ccccc2O1 (stereo not drawn)
  8	-1	0	-5	1	3	.	2.1	-3
- Cc1ccc(-c2cc(-c3c(C)nn(C)c(=O)c3N)[nH]n2)cc1
  5	-2	0	-6	5	-10	-2	-2.5	1
- CC(=O)CCn1cc([N+](=O)[O-])nc1C
  -1	-3	1	-2	0	4	2	-0.6	-2
- CCN(CC(=O)Nc1ccccc1C(F)(F)F)C(=O)CCc1c(C)[nH]c(=O)c(C#N)c1C
  2	-1	-1	10	-1	2	-5	2.5	-5
- O=C(O)c1ccc(NC(=O)c2ccccc2NC(=O)c2cccc(F)c2)cc1
  0	-2	2	10	3	7	4	-0.3	0
- Cc1ccccc1NS(=O)(=O)c1ccc(C(=O)NCCCN2CCOCC2)cc1
  3	-1	2	-1	-2	0	4	-2.8	3
- COCCNc1nc2nonc2nc1N1CCCC1c1nccs1 (stereo not drawn)
  8	3	3	5	2	-1	-1	2.2	-12
- CCc1nnc(NC(=O)CCS(=O)(=O)c2ccccc2)s1
  5	0	0	-2	7	1	-7	1.8	-1
- Cc1ccc(CSc2nccc(-c3c(C)nc4ccccn34)n2)cc1
  3	-2	4	6	2	1	.	3.4	-2
- CC(C)NC(=S)N1CCN(c2ncccn2)CC1
  -7	0	-2	4	1	4	-3	2.0	-1
- COC(=O)CSc1nnc(CSc2nc(C)cc(C)n2)o1
  -10	-1	2	1	-3	4	6	2.6	1
- CCOC(=O)C(NC(=O)Nc1ccc(F)cc1)(OCC)C(F)(F)F (stereo not drawn)
  -3	-5	-6	6	-1	2	-2	0.4	-2
- CCOC(=O)C1CCN(Cc2ccccc2C)CC1
  6	-4	-2	2	-4	-1	1	0.6	-1
- O=C(Nc1ccccc1F)c1ccc2snnc2c1
  9	-1	-3	-6	17	11	-1	2.3	0
- CCc1sc(C(=O)Nc2ccccc2N2CCOCC2)cc1C
  2	13	1	6	3	-1	7	1.6	-1
- CCN(C(=O)c1ccc(Cl)cc1[N+](=O)[O-])c1ccccc1C
  1	-1	8	-5	0	-5	5	-0.3	-3
- COC(=O)CN(n1cnnc1)S(=O)(=O)c1ccccc1Cl
  1	-4	1	-2	0	1	-9	-0.1	2
- O=C(CSc1nnc(SCC(=O)c2ccco2)s1)c1ccco1
  0	-1	-1	32	3	-3	13	3.6	0
- COc1ccc(NC(C)=O)cc1NC(=O)CSc1nnc(-c2ccccc2)n1N
  2	-3	-2	-1	-1	5	-5	-0.7	8
- COC(=O)c1c(-c2ccc(OC)cc2)sc2ccc(-c3ccc4c(c3)OCO4)cc12
  4	.	.	.	6	9	-2	.	.
- Cc1cc2ncn(CCOc3ccccc3)c2cc1C
  19	0	3	0	1	4	4	2.6	-2

# Among those listed so far, 6 contain an aryl methoxy group.
# The line under a structure holds: procasp7 counter	PP1 inh	Fh CTSL1 inh	HCV core dimer	AHR act	procasp3 activ	PAFAH2 FP inh	PP5 inh	TPT1 inh
- COc1cccc(-n2c(SCC(=O)Nc3nccs3)nnc2-c2ccoc2C)c1
  0	-3	-2	6	3	12	0	2.5	-2
- COCCn1c(N2CCN(c3ccc(OC)cc3)CC2)nc2c1c(=O)[nH]c(=O)n2C
  2	-5	-2	1	0	-6	1	-2.7	2
- COc1ccc(S(=O)(=O)n2[nH]c(=O)c(CCO)c2C)cc1
  -7	-5	2	-1	5	-4	0	-1.6	2
- COc1ccc(OCC(=O)NNC(=O)c2cccs2)cc1
  7	-4	-10	-3	1	-6	-1	1.1	-2
- COc1ccc(NC(C)=O)cc1NC(=O)CSc1nnc(-c2ccccc2)n1N
  2	-3	-2	-1	-1	5	-5	-0.7	8
- COC(=O)c1c(-c2ccc(OC)cc2)sc2ccc(-c3ccc4c(c3)OCO4)cc12
  4	.	.	.	6	9	-2	.	.

# Reprinted at random: four entries already listed, in no set order.
# The line under a structure holds: procasp7 counter	PP1 inh	Fh CTSL1 inh	HCV core dimer	AHR act	procasp3 activ	PAFAH2 FP inh	PP5 inh	TPT1 inh
- O=C(CSc1nnc(SCC(=O)c2ccco2)s1)c1ccco1
  0	-1	-1	32	3	-3	13	3.6	0
- CCOC(=O)C(NC(=O)Nc1ccc(F)cc1)(OCC)C(F)(F)F (stereo not drawn)
  -3	-5	-6	6	-1	2	-2	0.4	-2
- COC(=O)c1c(-c2ccc(OC)cc2)sc2ccc(-c3ccc4c(c3)OCO4)cc12
  4	.	.	.	6	9	-2	.	.
- COc1ccc(NC(C)=O)cc1NC(=O)CSc1nnc(-c2ccccc2)n1N
  2	-3	-2	-1	-1	5	-5	-0.7	8
